From PubChem BioAssay
Bcl-B displacement = displacers of TR3 peptide from Bcl-B, primary screen, selectivity assay for Bfl-1 inhibitor project, biochemical, fluorescence polarization; hit rate 0.11% among 96,000; one-dose displacement, % at 20 µM; IC50 in µM for titrated hits; FP displacement of FITC-TR3 peptide from Bcl-B; higher % means a stronger effect;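 active = displacement above 50% at 20 µM plus a fluorescence interference ratio under 1.5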;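 note: plate controls were wells without compound for no effect and wells lacking Bcl-B protein for full effect; a part of the inactive calls stands beside numbers as strong as those of hits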
IL1B NFkB pot = enhances IL-1B driven NFkB nuclear translocation. activation, % at 2 µM. hit rate 0.3% among 94,000. HUVEC IL-1B NFkB p65 nuclear translocation imaging. AID 819;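 active = activation above 40%, about the mean plus 3 SD, also judged a hit on visual image review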;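 note: percent activation is computed from the nuclear over cytoplasmic p65 intensity ratio; values of inactives mirror those of a sister screen read the other way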
PLAP inhibition = PLAP enzyme inhibitors, biochemical, luminescence, HTS (AID 690); purified PLAP, luminescent substrate; higher % means a stronger effect; one-dose inhibition, % at 20 µM; IC50 in µM for titrated hits; hit rate 0.08% among 96,000; in the data active = a potency from the dose series; inactive = the rest, 99 in 100 with inhibition below about 30%; note: strong numbers were not always called active
MRP reversal = MRP-mediated drug resistance reversal. H69AR cells + 2 uM doxorubicin, CellTiter-Glo, 72 h. differential viability (reversal), % at 10 µM. hit rate 0.04% among 85,000. AID 602;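 active = viability drop by adding the cancer drug above about 55%, with treated viability meeting a 40% cutoff, limit read from the data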;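 note: viability without doxorubicin minus viability with 2 µM doxorubicin for each compound; larger differential means the compound sensitizes cells more to doxorubicin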
NFkB transloc inh = blocks IL-1B driven NFkB nuclear translocation in HUVEC cells. HUVEC IL-1B NFkB p65 nuclear translocation imaging. inhibition, % at 2 µM. hit rate 0.43% among 94,000;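 active = inhibition above about 30% together with a positive call from visual inspection of the well image, limit read from the data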;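 note: nuclear over cytoplasmic p65 intensity ratio measured by imaging; 0% = IL-1B stimulated DMSO wells and 100% = unstimulated DMSO wells; values of inactives mirror those of a sister screen read the other way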
MRP reversal cytotoxicity = second read-out of MRP reversal, no call of its own (marks repeat the call); viability, %; H69AR cells, CellTiter-Glo, 72 h; measured here: cytotoxicity without doxorubicin
MRP reversal with doxorubicin = also measured in MRP reversal; calls as there; viability, %; measured here: viability with 2 uM doxorubicin; hits give low values
NFkB transloc inh cell count 2 µM = recorded beside NFkB transloc inh, whose call it bears; cell count; measured here: cells passing quality filter;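 raw number of nuclei counted in each imaged well without normalization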
IL1B NFkB pot cell count 2 µM = recorded beside IL1B NFkB pot, whose call it bears; cell count; measured here: cells passing quality filter
Starred values were filed as active, the others as inactive; / = not tested or not shown. These rows are one share of the data; rates above refer to the full screens.

SMILES	Bcl-B displacement	IL1B NFkB pot	IL1B NFkB pot cell count 2 µM	PLAP inhibition	MRP reversal	MRP reversal cytotoxicity	MRP reversal with doxorubicin	NFkB transloc inh	NFkB transloc inh cell count 2 µM
Cc1ccc2c(c1)N(Cc1ccc3c(c1)OCO3)C(=O)C(C)O2 (stereo not drawn)	-2.9%	2.8	89	30.1%	17.6	105.2	87.5	-2.8	89
CCOC(=O)CC(=O)CSc1nnc2sc3ccccc3n12	3.0%	7.0	131	6.0%	9.6	81.2	71.6	-7.0	131
Cc1ccccc1-c1n[nH]c(=S)o1	-13.3%	9.9	207	-4.3%	2.1	88.5	86.4	-9.9	207
COc1ccccc1-n1cnc2cc(C(=O)NCCCN3CCOCC3)ccc21	1.8%	/	/	-64.6%	/	/	/	/	/
FC(F)(F)c1cc(-c2ccco2)nc(N2CCN(c3ccccc3)CC2)n1	4.9%	3.1	151	48.4%	-10.2	69.9	80.1	-3.1	151
CCn1cc(C(=O)C(F)(F)F)c2ccccc21	3.5%	-5.4	144	14.4%	/	/	/	5.4	144
CCC1(C)N(O)C(C)(C)C(c2ccc(OC)cc2)=[N+]1[O-] (stereo not drawn)	1.8%	5.1	118	-1.6%	-0.7	84.9	85.6	-5.1	118
Cc1ccc2c(CC(=O)O)coc2c1	-3.8%	6.2	164	-9.7%	8.4	99.5	91.1	-6.2	164
COc1ccc(N2C(=O)C3CCCN3C2=O)cc1 (stereo not drawn)	3.0%	14.9	163	16.6%	-2.4	99.2	101.7	-14.9	163
O=C(CCNc1cc(Cl)cc(Cl)c1)c1ccco1	-6.3%	11.7	144	1.5%	-11.0	83.2	94.2	-11.7	144
COc1ccc(N2CCN(C(=O)CC(NC(N)=O)c3cccc(Oc4ccccc4)c3)CC2)cc1 (stereo not drawn)	-8.5%	10.5	129	-71.5%	-0.9	87.9	88.9	-10.5	129
COc1cccc(CSc2nc3sc(C)c(C)c3c(=O)n2Cc2ccco2)c1	-20.4%	-2.1	121	-51.2%	-0.8	74.4	75.2	2.1	121
Cc1ccc(-c2nn(-c3ccccc3)c3[nH]c(=O)c(CNCCN(C)C)cc23)cc1	-8.3%	/	/	-169.4%	-16.6	17.2	33.8	/	/
O=Nc1c(O)n(Cc2cccc(Cl)c2)c2ccccc12	5.5%	2.9	164	5.5%	/	/	/	-2.9	164
Cc1nc(N2CCOCC2)nc(N2CCN(c3ccccc3)CC2)c1[N+](=O)[O-]	-14.8%	4.5	115	1.9%	/	/	/	-4.5	115
Cc1oc(C(=O)O)cc1COc1cccc2cccnc12	48.8%	-0.8	171	-15.3%	-13.5	92.7	106.2	0.8	171
Cn1nc(CC(=O)NCCN2C(=O)CSC2=O)c2ccccc2c1=O	-9.8%	14.6	180	-17.2%	/	/	/	-14.6	180
CCN(CC)S(=O)(=O)c1ccc2oc(C(=O)NC(C)C)c(C)c2c1	-7.0%	/	/	-32.6%	-38.5	29.2	67.8	/	/
O=C(Oc1cccnc1)c1cc(S(=O)(=O)N2CCCCC2)ccc1Cl	-1.5%	7.5	170	13.0%	-4.4	70.2	74.6	-7.5	170
Cc1ccc(C(C(=O)NC2CCCCC2)N(CCC(C)C)C(=O)CNC(=O)c2ccco2)o1 (stereo not drawn)	0.7%	-0.7	179	-54.2%	-0.5	69.3	69.8	0.7	179
Cc1ccc(-c2cc(C(=O)N/N=C/c3c(C)nn(-c4ccccc4)c3C)[nH]n2)cc1	-0.8%	-18.0	74	-2.5%	/	/	/	18.0	74
CC(C)c1ccc2c(c1)C(c1ccc(N3CCOCC3)cc1)=NNC(c1cccs1)=N2	-7.2%	2.2	116	-24.7%	/	/	/	-2.2	116
O=C(Nc1ccc2c(c1)OCCO2)NC12CC3CC(CC(C3)C1)C2	5.2%	10.0	162	-22.9%	17.2	79.5	62.3	-10.0	162
COCC(=O)n1nc(-c2ccc(Cl)cc2)nc1NCc1ccc(F)cc1	-1.4%	8.5	118	-11.7%	-40.9	32.7	73.6	-8.5	118
CCOC(=O)N1CCC(c2nc(C)sc2C(=O)O)CC1	-1.4%	-10.2	107	-27.9%	12.2	97.7	85.4	10.2	107
O=C(C1CCCN(Cc2cccc(F)c2)C1)N1CCCCC1 (stereo not drawn)	8.1%	3.6	199	-3.7%	14.3	94.0	79.7	-3.6	199
CNC(=S)NNC(=O)c1sccc1OCc1ccc(Cl)cc1Cl	1.7%	4.5	169	11.9%	/	/	/	-4.5	169
Cc1ccccc1-c1nc(CS(=O)(=O)CC(=O)NCCCN2CCCC2=O)c(C)o1	1.6%	/	/	-37.9%	-1.6	84.7	86.3	/	/
Cc1cc2n(n1)C(c1cn(-c3ccccc3)nc1C)Nc1ccccc1-2 (stereo not drawn)	-3.0%	18.1	198	-31.2%	22.1	87.5	65.5	-18.1	198
NC(=O)CNC(=O)[C@@H]1CC2(CC(c3ccc(Cl)cc3)=NO2)CN1C(=O)c1ccc(Br)cc1 (stereo partly drawn)	4.5%	-2.1	102	-38.6%	/	/	/	2.1	102

The list goes on, overlapping the part above by 5 compounds.
SMILES	Bcl-B displacement	IL1B NFkB pot	IL1B NFkB pot cell count 2 µM	PLAP inhibition	MRP reversal	MRP reversal cytotoxicity	MRP reversal with doxorubicin	NFkB transloc inh	NFkB transloc inh cell count 2 µM
O=C(C1CCCN(Cc2cccc(F)c2)C1)N1CCCCC1 (stereo not drawn)	8.1%	3.6	199	-3.7%	14.3	94.0	79.7	-3.6	199
CNC(=S)NNC(=O)c1sccc1OCc1ccc(Cl)cc1Cl	1.7%	4.5	169	11.9%	/	/	/	-4.5	169
Cc1ccccc1-c1nc(CS(=O)(=O)CC(=O)NCCCN2CCCC2=O)c(C)o1	1.6%	/	/	-37.9%	-1.6	84.7	86.3	/	/
Cc1cc2n(n1)C(c1cn(-c3ccccc3)nc1C)Nc1ccccc1-2 (stereo not drawn)	-3.0%	18.1	198	-31.2%	22.1	87.5	65.5	-18.1	198
NC(=O)CNC(=O)[C@@H]1CC2(CC(c3ccc(Cl)cc3)=NO2)CN1C(=O)c1ccc(Br)cc1 (stereo partly drawn)	4.5%	-2.1	102	-38.6%	/	/	/	2.1	102
CCCCOc1cccc(C2(C(=O)O)CCCC2)c1	-3.8%	10.7	86	0.0%	11.2	104.3	93.1	-10.7	86
Cn1c(C(=O)NCCN2CCc3ccccc3C2)cc2c(=O)n(C)c3ccccc3c21	-99.0%	-5.3	155	-90.5%	-17.9	15.1	33.0	5.3	155
CCOC(=O)c1nnc(-c2ccc(C)cc2)nc1Sc1ccc(Cl)cc1	6.2%	1.3	73	-11.3%	-0.7	3.3	4.0	11.6	141
COCCNC(=O)C1CCC(=O)N(c2ccc(OC)cc2)C1c1ccc(OC)c(OC)c1 (stereo not drawn)	-13.5%	-0.6	158	-21.9%	0.3	93.4	93.1	0.6	158
COc1c(Cl)ccc(Cl)c1C(=O)NC(=O)N1CCOCC1	-15.0%	3.7	132	7.6%	-3.0	89.3	92.3	-3.7	132
O=C(Nc1cccnc1)c1cc(-c2cccs2)on1	-3.4%	10.4	175	-1.8%	12.8	96.4	83.6	-10.4	175
CC1Cc2ccccc2N1C(=O)CN(C)S(=O)(=O)c1cccc2cccnc12 (stereo not drawn)	6.8%	0.1	178	4.5%	-5.8	77.7	83.5	-0.1	178
Nc1c(C(=O)NCc2ccc3c(c2)OCO3)c2nc3ccccc3nc2n1CCCN1CCOCC1	-9.0%	33.9	100	-54.5%	-5.5	1.1	6.6	-33.9	100
COC(=O)CSc1nc(C)cc(C(F)(F)F)c1C#N	-15.6%	-6.2	135	-7.3%	-2.8	94.3	97.2	6.3	135
Cn1c(=NC(=O)c2cnccn2)sc2ccccc21	18.2%	-3.7	217	15.3%	-7.2	85.1	92.3	3.7	217
CCOC(=O)N1CCN(C(=O)CCn2c(=S)[nH]c3cc(OCC)c(OCC)cc3c2=O)CC1	3.9%	-7.6	114	-20.0%	-5.5	77.3	82.8	7.6	114
CC1(C)CC(=O)C(C=NCC(O)c2ccccc2)=C(O)C1 (stereo not drawn)	-6.6%	/	/	-9.5%	7.3	91.8	84.5	/	/
COc1cccc(C(=O)Nc2cc(=O)n(C)c(=O)n2C)c1OC	-8.5%	-9.3	59	4.1%	-3.2	92.1	95.2	9.3	59
CCOC(=O)c1ccccc1NC(=O)c1ccc(Cl)c(S(=O)(=O)N2CCOCC2)c1	/	-3.5	118	/	37.2	76.7	39.5	3.5	118
c1ccc(Cn2ncc3c(N4CCOCC4)ncnc32)cc1	/	20.7	146	/	18.5	97.8	79.2	-20.7	146
CCOc1ccc(-n2c(=S)sc3c(=O)[nH]c(SCC(=O)NCc4ccco4)nc32)cc1	12.4%	-0.5	111	2.1%	2.5	85.5	82.9	0.5	111
CC(=O)c1cccc(NC(=O)C2CCCN2S(=O)(=O)c2cccc3cccnc23)c1 (stereo not drawn)	3.0%	-14.6	180	10.5%	13.1	88.6	75.5	14.6	180
CCN1CCN(C(c2ccccc2)c2nnnn2CCc2ccc(OC)c(OC)c2)CC1 (stereo not drawn)	3.8%	-7.6	194	-16.6%	-2.8	92.3	95.2	7.6	194
CCOc1[nH]n(-c2ccc(Cl)cc2)c(=O)c1C=Nc1ccc(O)cc1	-4.2%	-7.7	169	-12.3%	/	/	/	7.7	169
COc1ccc(CCNC(=O)c2ccn[nH]2)cc1OC	-7.4%	10.0	111	0.7%	0.4	89.8	89.3	-10.0	111
CN1CCN(C(=O)Cn2c(=O)oc3cc(S(=O)(=O)NCc4ccccc4)ccc32)CC1	11.4%	32.8	193	-8.2%	10.9	94.0	83.1	-32.8	193
CCc1ccc2c(c1)cc(CN(C(=S)Nc1cccc(C)c1)C1CC1)c1nnnn12	-8.5%	-3.3	107	20.4%	/	/	/	1.2	120
Cc1ccc(C)c2[nH]c(=O)c(CN(CCN3CCOCC3)Cc3nnnn3CC3CCCO3)cc12 (stereo not drawn)	-12.3%	5.2	135	-58.5%	0.4	87.7	87.3	-5.2	135
Cc1nc2ccccc2nc1CSc1nncs1	7.6%	3.2	91	/	-11.9	92.9	104.8	-3.2	91
COc1ccc(C2C(C(=O)OCC(=O)Nc3ccc(C)cc3)CCC(=O)N2c2ccc(OC)cc2)cc1 (stereo not drawn)	-0.5%	-8.5	174	-135.6%	2.5	96.5	93.9	8.5	174
O=C(COc1ccc(Cl)cc1)N1CCN(S(=O)(=O)c2ccc(Cl)cc2)CC1	2.7%	-8.0	58	-13.8%	14.4	105.0	90.6	8.0	58
COc1ccccc1CNC(=O)CCn1c(=O)sc2ccccc21	/	4.3	128	/	4.2	102.4	98.2	-4.3	128
CC(C)Sc1nc(SCC(=O)NCc2ccco2)c2c3c(sc2n1)COC(C)(C)C3	-2.6%	/	/	-55.3%	-38.9	34.2	73.1	/	/
COc1ccc(S(=O)(=O)Nc2cccc(C)n2)c2ccccc12	0.4%	-5.8	109	-22.7%	4.6	95.4	90.8	5.8	109
COC(=O)N1CN(C(=O)OC)CN(C(=O)OC)C1	-2.1%	2.6	119	3.7%	3.9	94.9	91.0	-2.6	119
CC1(C)CC(=O)c2cc(OCC(=O)NCCN3CCCc4ccccc43)ccc2O1	-9.6%	31.2	126	-30.9%	-4.9	105.4	110.3	-31.2	126
O=C(/C=N/O)NCCN1CCCCC1	6.4%	23.1	120	8.8%	-6.5	104.8	111.4	-23.1	120
Cc1nc(S/C(=C/c2ccc(-c3ccc(Cl)cc3)o2)C(=O)O)n[nH]1	-110.7%	-5.7	155	-85.3%	/	/	/	5.7	155
